# ALDH1A1 block: inhibitors of human aldehyde dehydrogenase 1A1; P00352; actives 7.3% (n = 220,000); Purified ALDH1A1, NADH fluorescence, propionaldehyde substrate; Potency, µM (doses to about 75.3 µM), inactives show at the top dose activity, negative = inhibition, hits mostly inhibitors; active = well fitted inhibition curve with a large enough effect, not every such curve was filed as active; inconclusive = small, poorly fitted or top-dose-only effect, or another doubt; inactive = no such curve, though single readings can be large or run the other way;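 also: plate controls were no enzyme wells and a reference inhibitor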
# Tau fibril ThT: blocks human tau fibril formation measured by thioflavin T. P10636. AID 1460. recombinant tau K18 P301L (four-repeat tau fragment), heparin-induced fibrillization, ThT fluorescence. Potency, µM (titrated, usually from 57.4 µM), for inactives: at the highest dose activity, negative = inhibition, most hits filed as inhibitors. actives 2.1% (n = 270,000); also: % is scaled to controls: 0 for no effect and ±100 for the full control effect; nearly all actives have a fitted effect of over 55% in size
# Target sequence (P10636 561-689 P618L limits assumed): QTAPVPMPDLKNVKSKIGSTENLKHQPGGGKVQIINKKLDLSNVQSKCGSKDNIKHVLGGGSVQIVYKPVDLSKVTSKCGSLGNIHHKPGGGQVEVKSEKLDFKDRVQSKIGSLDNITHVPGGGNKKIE
#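 Heparin-induced (20 uM) aggregation of recombinant human K18 P301L tau, 15 uM unlabeled with 0.24 uM labeled, pH 7 acetate buffer, 6 hr at 37 C with compound. Fibrils quantified by 30 uM ThT fluorescence after 1 hr ambient incubation.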
# Lamin A splicing: modulators of lamin A splicing. HeLa LMNA splicing GFP/RFP minigene ratio, 48 h. actives 0.01% (n = 200,000). Potency, µM (titrated, usually from 46.1 µM), for the others: at the highest dose ratio change, negative = inhibition, actives largely listed as inhibitors; active = well fitted inhibition curve with a large enough effect in the signal ratio, with a control signal flat, not every such curve was filed as active; inconclusive = small, poorly fitted or top-dose-only effect, or effect the other way, or a change in a side signal; the % refers to the signal ratio; also: % is scaled to controls: 0 for no effect and ±100 for the full control effect
#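 S3 HeLa cells stably expressing lamin A-EGFP splicing minigene plus DsRed2, 600 cells/well, 48 h compound exposure at 37C. Laser-scanning cytometry; analysed as GFP (500-530 nm)/RFP (575-640 nm) total intensity ratio; 0.5% DMSO vehicle.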
# L3MBTL1 inh: inhibitors of human L3MBTL1; AlphaScreen L3MBTL1–H3K9me1 peptide binding; Potency, µM (top dose mostly 57.1 µM), inactives show at the highest dose activity, negative = inhibition, usual class: inhibitors; actives 0.66% (n = 230,000); AID 485360; also: % is scaled to controls: 0 for no effect and ±100 for the full control effect; nearly all actives have a fitted effect of over 60% in size
#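 L3MBTL1 50 nM + b-AHA-H3(1-15)K9me1 75 nM, 30 min RT; compound added, 30 min RT; streptavidin donor/Ni-chelate acceptor beads 10 ug/mL each final, 30 min RT dark; AlphaScreen read.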
# RECQ1 helicase: RECQ1 (human) helicase inhibition. P46063. RECQ1 DNA unwinding, red fluorescence kinetic read. Potency, µM (top dose mostly 57.3 µM), for the others: at the top dose activity, negative = inhibition, usual class: inhibitors. actives 0.54% (n = 240,000). AID 2549;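 also: plate controls were vehicle for no effect and no enzyme for full effect; nearly all actives have a fitted effect of over 30% in size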
# Target sequence (P46063 whole entry, looked up): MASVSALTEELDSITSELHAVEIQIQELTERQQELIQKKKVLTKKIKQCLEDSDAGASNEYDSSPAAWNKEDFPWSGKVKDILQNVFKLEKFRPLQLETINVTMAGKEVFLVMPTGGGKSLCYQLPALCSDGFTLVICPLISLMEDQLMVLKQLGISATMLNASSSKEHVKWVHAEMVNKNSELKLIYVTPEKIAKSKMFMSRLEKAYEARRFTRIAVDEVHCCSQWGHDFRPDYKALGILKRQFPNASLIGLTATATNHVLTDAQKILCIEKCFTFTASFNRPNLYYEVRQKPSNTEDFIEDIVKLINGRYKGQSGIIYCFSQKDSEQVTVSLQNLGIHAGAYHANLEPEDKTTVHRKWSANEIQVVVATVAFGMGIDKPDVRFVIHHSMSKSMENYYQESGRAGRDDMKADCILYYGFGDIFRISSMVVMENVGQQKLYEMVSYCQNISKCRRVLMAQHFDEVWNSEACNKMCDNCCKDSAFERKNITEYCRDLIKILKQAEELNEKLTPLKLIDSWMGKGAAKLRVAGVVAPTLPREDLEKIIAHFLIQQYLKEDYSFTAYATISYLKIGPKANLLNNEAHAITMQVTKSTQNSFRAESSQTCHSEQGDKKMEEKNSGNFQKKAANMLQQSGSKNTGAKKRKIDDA
#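 50 nM RECQ1T1 preincubated 15 min with compound in Tris pH 8.0 buffer with MgCl2, DTT, Tween-20 and 2.5 ug/ml poly(dI-dC); started with 200 nM TAMRA/BHQ-2 forked duplex and 2 mM ATP. Unwinding read as fluorescence (525/598 nm), two reads 2 h apart.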
# KinaseGlo FLuc: Kinase-Glo luciferase inhibition (counter-screen); Q27757; Kinase-Glo luciferase, ATP luminescence, 8 min; Potency, µM (highest dose often 38.3 µM), for inactives: at the highest dose activity change, negative = inhibition, hits mostly inhibitors; actives 0.28% (n = 200,000); AID 1379; also: % is scaled to controls: 0 for no effect and ±100 for the full control effect; nearly all actives have a fitted effect of over 60% in size
#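 Recombinant Kinase-Glo luciferase, 10 uM ATP (linear range), luciferin; imidazole pH 7.2 / KCl / MgCl2 / Tween / BSA buffer; 8 min RT; luminescence.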
# SMN2 splice up: increases expression of the SMN2 splice variant; HEK293 SMN2-luciferase splicing reporter, luminescence, 30-36 h; Potency, µM (top dose mostly 46.1 µM), for the others: at the top dose activity change, positive = activation, hits mostly activators; actives 2.8% (n = 210,000); AID 1458; also: % of control where 0% means no effect; nearly all actives have a fitted effect of over 55% in size
#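 qHTS luciferase splicing reporter: luminescence rises when SMN2 exon 7 is included in transfected HEK293 cells. Compound exposure lasted 30-36 h at 37C, with 4.5 mM final sodium butyrate as control, followed by a ONE-Glo read.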
# JMJD2E inh: blocks human JMJD2E demethylase activity; B2RXH2; JMJD2E catalytic domain, FDH-coupled NADH fluorescence (FDH is formaldehyde dehydrogenase); Potency, µM (highest dose often 57.1 µM), inactives show at the highest dose activity change, negative = inhibition, most hits filed as inhibitors; actives 1.6% (n = 230,000); active = well fitted inhibition curve with a large enough effect, not every such curve was filed as active; inconclusive = small, poorly fitted or top-dose-only effect, or another doubt; inactive = no such curve, though single readings can be large or run the other way;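 also: 0% = wells with enzyme and -100% = buffer wells without enzyme; nearly all actives have a fitted effect of over 50% in size; many of its hits are not listed in these tables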
# * hit, by the source's call; i = inactive; ? = inconclusive; · = not tested or not shown; & = joins results of further samples; [ ] = dose if it differs, or a comment. Unless noted, calls follow the shape of the dose curve; as a rule, active = well fitted curve in the direction sought with a large enough effect; inconclusive = small, poorly fitted or top-dose-only effect, or another doubt; inactive = no such curve, though single readings can be large; an effect the other way counts as inactive or inconclusive. Potency is read from the fitted curve at half-maximal effect. Not all compounds are listed (hit frequency here may not be typical).
SMILES	ALDH1A1 block	Tau fibril ThT	Lamin A splicing	L3MBTL1 inh	RECQ1 helicase	KinaseGlo FLuc	SMN2 splice up	JMJD2E inh
COc1ccc(Cl)cc1NC(=O)c1cc(-c2ccc(C)cc2O)n[nH]1	-1%	-7%	·	3%	-2%	·	·	2%
COc1cc(C(=O)O/N=C2/C=CC(=O)C(C)=C2C)cc(OC)c1OC	?	?	1%	-1%	-3%	-3%	-15%	7%
O=C(CSc1ccc(Cl)cc1)Nc1ccccc1N1CCN(C(=O)c2ccc(Cl)cc2)CC1	1%	-5%	?	3%	-6%	5%	-38%[inhibitor]	-7%
Cc1cc(C(=O)N[C@H](c2ccccc2)[C@@]2(C)C[C@@H]2[C@@H](C)C(=O)Nc2ccc3ccccc3c2)n(C)n1	16µM*	-9%&17%	?	3%	2%	4%&-3%	-60%&-49%[inhibitor]	-1%&-6%
CCOC(=O)c1c(-c2ccccc2)oc2ccc(OCC)cc12	?	-5%	1%	85%[activator]	-5%	-2%	-15%	?
CCC(C)C(=O)Nc1ccc([N+](=O)[O-])cc1OC (configuration not stated)	-12%	-11%	30%[46 µM]	-1%	-10%	-1%	10%	-1%
Cn1c(SCc2ccccc2)nc(C(F)(F)F)cc1=O	-7%	-4%	·	·	-6%	-5%	13%	2%
COc1ccc(C(=O)C[n+]2ccc3c(c2)nc(-c2ccc(OC)cc2OC)n3C)cc1	6%	-15%	21%	2%	3%	-2%	-10%	-5%
CC(C)=CCc1c(O)c(CC=C(C)C)c2c(c1O)C(=O)CC(c1ccc(O)cc1)O2 (configuration not stated)	-5%	?	·	-19%	-10%	·	·	-6%
C=CCN1CCN(C(c2ccccc2OC)c2nnnn2C(C)(C)C)CC1 (configuration not stated)	?	1%	-3%[46 µM]	-1%	i	1%	-6%	-6%
COc1ccc(S(=O)(=O)N(C)c2ccc(C(=O)NC3CCCC3)cc2)cc1	-8%	-1%	1%[46 µM]	3%	-7%	-1%	-2%	7%
CCC(=O)Nc1cccc(NC(=O)c2ccc3c(c2)OCCO3)c1	-14%	-18%	-14%	-4%	-8%	-9%	13µM*	0%
O=C(NCc1cccs1)c1cc2c(s1)CS(=O)(=O)C2	-3%	-6%	5%	5%	i	12%	-3%	-3%
O=C(c1ccc(Cl)c(S(=O)(=O)N2CCc3ccccc3C2)c1)N1CCN(c2ccccc2)CC1	2%	-6%	?	-13%	1%	0%	-48%[inhibitor]	-2%
CC1(C)OC(=O)C(=NNc2ccccc2[N+](=O)[O-])C(=O)O1	·	-16%	·	-1%	-1%	·	·	0%
CCOC(=O)Cc1csc(NS(=O)(=O)c2ccc(Br)cc2)n1	-1%	-1%	·	7%	i	1%	2%	3%
COc1cc(SC)ccc1C(=O)Nc1c(C)cccc1C	-6%	-17%	·	56%[activator]	i	0%	-17%	-5%
CCCNC(=S)Nc1ccc(Cl)cc1Cl	1%	-1%	?	8%	-8%	0%	-64%[inhibitor]	2%
Cc1nn(C)cc1NC(=O)c1cc2nc(-c3ccco3)cc(C(F)(F)F)n2n1	?	?	·	1%	9%	-5%	·	6%
COc1ccccc1CN1CCNC(=O)C1CC(=O)NCCC1=CCCCC1 (configuration not stated)	25µM*	?	?	2%	i	4%	·	?
CCc1ccccc1N1CC23C=CC(O2)C(C(=O)OC)C3C1=O (configuration not stated)	3%	-11%	-1%	·	-7%	6%	-17%	-4%
CC(=O)Nc1cccc(CNCc2cccc(NC(C)=O)c2)c1	-3%	0%	·	·	1%	-2%	-4%	-2%
Cc1cc(OCC(=O)N(Cc2ccco2)C2CCS(=O)(=O)C2)ccc1Cl (configuration not stated)	·	-2%	·	-13%	-13%	·	·	4%
COc1ccc(CNC(=O)C(C)OC(=O)C23CC4CC(CC(O)(C4)C2)C3)cc1 (configuration not stated)	-23%	7%	-9%	-2%	7%	2%	·	6%
COc1cccc(/C=C/C(=O)Nc2ccc3c(c2)OCCO3)c1	-1%	?	·	·	-5%	0%	11µM*	-9%
Cc1cccc(/N=C/c2nc(-c3ccccc3Br)oc2O)n1	3.5µM*	?	·	·	-2%	-3%	-22%	-2%
CC(=O)Nc1ccc(OCC(=O)c2cc(C)ccc2C)cc1	3%	-15%	5%	·	-8%	-1%	8%	6%
N#Cc1ccccc1NC(=O)CSC1=Nc2ccccc2C2CC=NN12 (configuration not stated)	-11%	?	·	·	-1%	-1%	4%	-2%
COc1ccc(-c2noc(CCN3C(=O)c4ccccc4C3=O)n2)cc1OC	-4%	-2%	-4%	-12%	2%	0%	-5%	?
COc1ccc(-c2nn(-c3ccccc3)cc2CN2CCCO2)c(F)c1	-8%	-5%	·	-4%	i	·	·	-8%
Cc1ccc(S(=O)(=O)N2CCC(C(=O)N[C@@H](C)C(=O)NCC3CCCO3)CC2)cc1 (some centres not stated)	6%	-3%	-18%	1%	-5%	-1%	-2%	5%
N=C1C(c2ccccc2)=C(O)CN1c1ccccc1	7%	1%	·	5%	i	1%	-6%	3%
Cc1ccc(-c2nc(CN(Cc3cnn(C)c3)C(C)C)c(C)o2)o1	?	-14%	?	7%	i	3%	·	?
CC(=O)Nc1cccc(-c2nnc(SCC(=O)N3CCCCC3)n2C)c1	-13%	10%	-20%	7%	2%	8%	26%	-5%
CCn1c(SCC(=O)c2ccc(C)cc2)nnc1-c1ccncc1	?	-6%	?	·	-3%	5%	-9%	3%
Cc1ccc(NC(=S)/N=C(\N)Nc2nc(C)c3cc(C)ccc3n2)c(C)c1	12%	?	?	-13%	14%	3%	-25%	-9%
COc1ccc(C(=O)Nc2ccc(Cl)cc2C(=O)NCCO)cc1	-15%	15%	0%	·	-1%	-2%	8%	-5%
CCOC(=O)c1cc(-c2cc(OC)c(OC)c(OC)c2)nc2c1c(=O)[nH]c(=O)n2Cc1ccccc1	?	3%	?	7%	i	1%	?	?
COCCn1c(C)cc(C(=O)CSc2nc3ccccc3s2)c1C	5%	4%	?	-19%	-1%	-13%	-77%[inhibitor]	3%
O=C(Cc1cccs1)NCc1cccnc1	8%	-11%	0%	2%	-14%	-3%	1%	-6%
O=C(Nc1nnc(-c2ccc(Cl)cc2)o1)c1ccccc1Br	7%	-2%	?	·	-12%	0%	-7%	?
CCCOc1ccc(N2C(=O)CC(N3CCN(S(=O)(=O)c4ccccc4)CC3)C2=O)cc1 (configuration not stated)	?	-19%	2%	·	-5%	2%	-5%	12%
Cn1c(=O)c2c(ncn2CC(COCc2ccccc2)OCc2ccccc2)n(C)c1=O (configuration not stated)	·	4%	·	1%	-2%	·	·	3%
O=C(OCCNC(=O)c1cc2ccccc2oc1=O)c1cccnc1	-13%	-20%	-6%	-1%	-13%	3%	-11%	?
COc1ccc(NC(=O)COC(=O)[C@@H]2CCCN2C(=O)c2cccs2)c(OC)c1	-1%	-20%	7%	·	-7%	17%	?	12%
Fc1ccc2[nH]c3c(N4CCSCC4)ncnc3c2c1	?	-1%	?	-3%	-2%	2%	-79%[inhibitor]	?
NNC(=O)COc1ncn(-c2ccccc2)n1	?	-13%	?	·	-5%	-4%	-4%	31%[activator]
O=C(NC1CC2CCC(C1)N2Cc1nnnn1Cc1ccco1)NC12CC3CC(CC(C3)C1)C2 (configuration not stated)	7.9µM*	-18%	?	·	i	-4%	?	5%
Cc1c(Br)c([N+](=O)[O-])nn1C(C)C(=O)Nc1c(C)n(C)n(-c2ccccc2)c1=O (configuration not stated)	12%	-1%	20%	9%	12%	-2%	-10%	11%
COC(=O)c1ccc(CSc2ccc3nnc(-c4ccccn4)n3n2)o1	-1%	-3%	-4%	?	i	0%	-8%	-18%
O=C(CCN1CCCCC1)c1ccc2c(c1)OCCO2	0.1µM*	?	-19%	-1%	10%	0%	-3%	-4%
O=C(Cn1cncn1)N1CCN(c2ccc(F)cc2)CC1	-4%	-6%	·	8%	-12%	0%	·	-3%
NC(=O)N1OCC2COc3ccc4ccccc4c3C21 (configuration not stated)	1%	-10%	7%	·	-5%	5%	-16%	-1%
Cn1c(=O)c2c(SCC(=O)NCC3CCCO3)nc(-c3cccs3)nc2n(C)c1=O (configuration not stated)	24%	-10%	-8%	-4%	-6%	-1%	11%	4%
COCCNC(=O)CS(=O)Cc1nc(-c2ccccc2C)oc1C (configuration not stated)	7%	-10%	-5%	·	-8%	-3%	13%	-13%
CCOc1ccc(C(=O)Nc2ccccc2C(=O)O)cc1	-4%	8%	·	5%	25%	-13%	8.9µM*	-7%
CC1CN(c2nc(-c3ccccc3)nnc2-c2ccccc2)CC(C)O1 (configuration not stated)	?	-15%	5%	1%	6%	·	·	-27%
COc1ccc(N2C(=O)C3CCCN3C2c2ccc(C)o2)cc1 (configuration not stated)	?	-11%	·	·	8%	-3%	29%	-1%
O=C(CSc1nnc(-c2ccc(O)cc2)n1Cc1ccccc1)NNC(=O)c1ccc(Br)cc1	?	?	-8%	1%	-3%	-1%	-1%	-4%
COc1ccc(CNC(=O)OCCN2CCN(Cc3ccccc3)CCC2=O)cc1	?	-2%	-3%	7%	17%	-1%	-8%	6%
NC(=NCCC[C@H](N)C(=O)O)NO	-7%	-19%	-21%	·	-5%	-2%	14%	-4%

# Assay outcomes as filed in PubChem.
